Compound activity as filed in PubChem.
T cruzi growth: T. cruzi proliferation inhibition; 77,000 tested, 5.9% active; AID 624255; inhibition, % at 8.34 µM; T. cruzi beta-gal in NIH3T3, GalScreen luminescence, 90 h;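 active = mean inhibition above about 93%, with at least 55% of replicates each passing it, limit read from the data, passing the limit was not always enough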
GASC1 inh: inhibitors of human demethylase GASC-1 KDM4C; Q9H3R0; GST-KDM4C 2-372, H3K9me3 peptide, LANCE TR-FRET; inhibition, % at 12.5 µM; 96,000 tested, 0.15% active; AID 720574;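 active = mean replicate inhibition above about 25%, with at least 55% of replicates also reaching it, limit read from the data, passing the limit was not always enough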
Target sequence (Q9H3R0 2-372 limits assumed): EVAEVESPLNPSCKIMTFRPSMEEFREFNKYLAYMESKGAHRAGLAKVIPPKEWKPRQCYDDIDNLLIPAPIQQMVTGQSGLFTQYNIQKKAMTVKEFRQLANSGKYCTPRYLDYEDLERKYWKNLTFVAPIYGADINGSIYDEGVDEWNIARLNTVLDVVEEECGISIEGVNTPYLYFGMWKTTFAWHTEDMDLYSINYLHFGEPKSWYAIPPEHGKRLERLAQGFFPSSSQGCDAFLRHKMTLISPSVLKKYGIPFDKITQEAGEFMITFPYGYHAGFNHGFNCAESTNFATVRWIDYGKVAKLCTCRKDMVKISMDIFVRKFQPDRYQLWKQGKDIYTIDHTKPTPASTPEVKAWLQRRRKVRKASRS
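Assay system: GST-GASC-1 enzyme fragment 2-372 | Amount: 10 nM enzyme | Medium: HEPES buffer, pH 7.5, plus ascorbate | Reagent: H3K9me3 peptide substrate, Fe(II), 2-oxoglutarate | Doses: Single-point compound screen | Incubation: 30 min demethylation and 1 h detection at room temperature | Measured by: LANCE TR-FRET, excitation 340 nm, emissions 618 and 671 nm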
C diff HTS: blocks growth of Clostridium difficile; Clostridium difficile clinical isolate growth, OD600, 24 h; active compounds read low; 86,000 tested, 0.25% active; AID 1259249; growth activity, negative = inhibition, % at 16 µg/mL (by protocol);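 active = mean growth activity at or below -80% and every replicate also at or below -80%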;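 note: 0% = DMSO wells and -100% = levofloxacin 16 µg/mL wells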
Pf Dd2 growth: P. falciparum Dd2 growth inhibition; activity change, % at 10 µM; 94,000 tested, 2.3% active; AID 1159554; SYBR Green, 72 h; active compounds read low; in the data active = activity change below about -80%
* hit, by the source's call; x = no result given; & = joins results of further samples; ! = a repeat was not active.

Compound | T cruzi growth | GASC1 inh | C diff HTS | Pf Dd2 growth
CO[C@H](C(=O)N(C)C[C@H]1OCc2ccccc2-c2ccccc2C(=O)N([C@H](C)CO)C[C@H]1C)c1ccccc1 | 5.9 | 0.3 | -2.7 | 7.4
C[C@H](CO)N1C[C@H](C)[C@@H](CN(C)C(=O)CC2CC2)Oc2ncc(C#CC(C)(C)O)cc2C1=O | -36.1 | 0.1 | 0.5 | 19.3
CC(C)NC(=O)N1CC2(C1)[C@@H](c1ccccc1)[C@@H](CO)N2C(=O)c1ccccn1 | x | 0.1 | -2.4 | 40.1
C[C@@H]1CN([C@@H](C)CO)C(=O)c2cc(-c3ccccc3)cnc2O[C@@H]1CN(C)C(=O)C1CCCCC1 | 11.6 | -3.2 | 3.8 | -27.2
C/C=C/c1ccc([C@H]2[C@@H](CO)N(C(=O)NC(C)C)[C@@H]2CNC(C)=O)cc1 | x | 2.1 | 1.9 | 10.2
Cc1ccc(S(=O)(=O)Nc2ccc3c(c2)C(=O)N(C)[C@H]2CC[C@H](CC(=O)NCCc4ccncc4)O[C@H]2CO3)cc1 | -22.3 | 0.9 | -6.0 | 6.4
CCC(=O)N1C[C@@H](C)[C@@H](OC)CN(C)C(=O)c2cc(NC(=O)Nc3ccccc3)ccc2OC[C@@H]1C | 10.6 | 1.0 | x | -14.2
C[C@H](CO)N1C[C@H](C)[C@@H](CN(C)C(=O)c2ccc(F)cc2)Oc2ncc(-c3ccncc3)cc2C1=O | 76.2 | -0.4 | 2.4 | -2.3
C[C@@H]1CCCCO[C@H](CN(C)C(=O)NC2CCCCC2)[C@H](C)CN([C@@H](C)CO)C(=O)c2cc(NS(=O)(=O)c3ccccc3)ccc2O1 | 102.1* | -1.4 | -2.4 | -50.2
C[C@@H]1CCCCO[C@@H](CN(C)Cc2ccccc2)[C@H](C)CN([C@H](C)CO)C(=O)c2cc(NC(=O)Nc3ccccc3)ccc2O1 | 103.0* | -0.2 | x | -76.2
O=C(C[C@@H]1C[C@@H]2c3cc(NS(=O)(=O)c4ccc(F)cc4)ccc3O[C@@H]2[C@@H](CO)O1)NCc1ccc(-c2ccccc2)cc1 | 102.1* | x | 4.4 | -27.1
COc1ccc(NC(=O)Nc2ccc3c(c2)C(=O)N([C@H](C)CO)C[C@@H](C)[C@@H](CN(C)Cc2ccc4c(c2)OCO4)OCCCC[C@H](C)O3)cc1 | 92.2 | x | 11.5 | -72.2
Cc1noc(C)c1NC(=O)Nc1ccc2c(c1)C(=O)N(C)[C@H]1CC[C@@H](CC(=O)NCc3ccc(Cl)cc3)O[C@@H]1CO2 | 25.6 | 4.1 | 14.9 | x
CC(=O)N1[C@@H]2Cn3c(ccc(C4=CCCCC4)c3=O)[C@H]1[C@@H](C(=O)N[C@@H](C)c1ccccc1)[C@@H]2CO | -27.2 | 0.3 | -0.5 | x
O=C(Nc1ccccc1)Nc1ccc2c(c1)[C@@H]1C[C@H](CC(=O)N3CCCCC3)O[C@@H](CO)[C@@H]1O2 | x | 0.6 | -3.2 | -7.6
CN1C(=O)c2cc(NC(=O)c3ccc(F)c(F)c3)ccc2OC[C@@H]2O[C@@H](CC(=O)N[C@@H]3CCN(Cc4ccccc4)C3)CC[C@@H]21 | 111.8* | -1.2 | 4.9 | x
C/C=C/c1ccc2c(c1)O[C@@H](CN(C)C(C)=O)[C@H](C)CN([C@@H](C)CO)S2(=O)=O | x | 8.2 | -2.5 | 11.4
CCCC(=O)N1C[C@H]2[C@@H](c3ccccc31)[C@H](CO)N2C(=O)Nc1ccccc1 | 40.0 | 4.3 | -4.3 | 3.7
CCCN(C)C[C@@H]1Oc2cc(-c3ccccc3F)ccc2S(=O)(=O)N([C@@H](C)CO)C[C@@H]1C | 54.5 | 11.8 | 4.0 | -55.8
C[C@H]1CN([C@@H](C)CO)S(=O)(=O)c2ccc(-c3ccncc3)cc2O[C@@H]1CN(C)Cc1ccccc1 | 90.0 | -1.9 | -3.3 | -59.5
CCS(=O)(=O)N1CC(=O)N2[C@H](CO)[C@@H](c3ccc(C#CC4CC4)cc3)[C@H]2C1 | x | -0.5 | 0.1 | -27.6
Cc1noc(C)c1NC(=O)N(C)C[C@@H]1Oc2ccc(NC(=O)Nc3ccc(F)cc3)cc2CC(=O)N([C@H](C)CO)C[C@H]1C | x | -0.7 | -0.3 | -8.0
C[C@@H]1CN([C@@H](C)CO)S(=O)(=O)c2ccc(-c3ccc(C(=O)N(C)C)cc3)cc2O[C@@H]1CN(C)C(=O)Nc1ccccc1F | x | 0.5 | -0.8 | -4.1
CCCN(C)C[C@H]1Oc2cc(-c3ccccc3OC)ccc2S(=O)(=O)N([C@H](C)CO)C[C@H]1C | 12.8 | -0.7 | -3.4 | -63.7
CN(C)CCCNC(=O)C[C@H]1CC[C@@H]2[C@H](COC[C@@H](O)CN2Cc2cccc(C(F)(F)F)c2)O1 | 77.7 | 1.1 | 2.3 | 0.0
CCS(=O)(=O)Nc1ccc2c(c1)C(=O)N(C)[C@H]1CC[C@@H](CC(=O)NC)O[C@H]1CO2 | 3.4 | -1.2 | 1.6 | 4.5
C[C@@H]1CN([C@H](C)CO)C(=O)c2cc(/C=C/c3ccccc3)cnc2O[C@@H]1CN(C)Cc1ccc2c(c1)OCO2 | 86.0* | 14.1 | 18.4 | -59.1
COc1ccccc1CNC(=O)C[C@@H]1C=C[C@H](NC(=O)CC2CC2)[C@H](CO)O1 | 1.5 | 1.3 | -1.4 | 7.2
COc1cccc(S(=O)(=O)N2CC3(CN(C(=O)Nc4ccc(F)cc4)[C@@H](CO)c4[nH]c5cc(OC)ccc5c43)C2)c1 | x | -0.6 | -1.1 | -51.2
C/C=C/c1ccc(C2[C@H]3CNC[C@@H]2N3C(=O)Nc2ccc3c(c2)OCO3)cc1 (some centres undefined) | x | 3.9&18.6 | 10.4&1.4 | 0.7&11.1
Cc1ccc(S(=O)(=O)N(C)C[C@H]2OCCCC[C@@H](C)Oc3ccc(NC(=O)NC(C)C)cc3C(=O)N([C@@H](C)CO)C[C@H]2C)cc1 | 11.8 | -0.8 | -12.5 | -56.5
C[C@@H]1CN([C@H](C)CO)C(=O)c2cc(NS(=O)(=O)c3cn(C)cn3)ccc2O[C@H]1CN(C)C(=O)NC1CCCCC1 | 67.7 | 0.4 | x | 15.4
O=C(Nc1cc(F)ccc1F)N1CCCCN2[C@H](C1)[C@@H](c1ccc(-c3ccncc3)cc1)[C@@H]2CO | 93.9 | -0.1 | -0.5 | -13.6
COc1ccc(NC(=O)N2CCCCN3[C@H](C2)[C@H](c2ccc(C#Cc4ccccn4)cc2)[C@@H]3CO)cc1 | 84.5 | 0.2 | -1.3 | -5.4
O=C(C[C@H]1C=C[C@@H](NC(=O)Nc2ccc(F)cc2)[C@H](CO)O1)NCCN1CCCC1 | -70.1 | -0.9 | x | -30.8
N#C[C@H]1[C@@H](c2ccc(C#Cc3ccccc3F)cc2)[C@H](CO)N1C(=O)c1cccnc1 | 67.8 | 2.1 | -26.0 | -49.4
CC(C)NC(=O)N(C)C[C@@H]1Oc2ccc(NS(=O)(=O)c3cccs3)cc2C(=O)N([C@H](C)CO)C[C@@H]1C | -10.6 | -1.4 | -0.6 | 5.4
CO[C@H]1CN(C)C(=O)c2ccc(NC(=O)c3ccc(-c4ccccc4)cc3)cc2OC[C@H](C)NC[C@@H]1C | x | -0.3 | -9.3 | -44.4
C[C@@H]1CN([C@@H](C)CO)C(=O)c2cccc(N(C)C)c2O[C@@H]1CN(C)C(=O)Nc1ccccc1 | 17.3 | 2.9 | -5.4 | 9.8
O=C(NCC[C@H]1CC[C@@H](NS(=O)(=O)c2cccc(F)c2)[C@@H](CO)O1)C1CCOCC1 | x | 0.0 | 2.9 | x
COCC(=O)N(C)C[C@H]1Oc2cc(-c3ccccc3)ccc2S(=O)(=O)N([C@H](C)CO)C[C@H]1C | 33.8 | -1.5 | -2.3 | 37.3
C[C@@H]1CCCCO[C@@H](CN(C)CC2CCCCC2)[C@@H](C)CN([C@H](C)CO)C(=O)c2cc(NS(=O)(=O)c3ccc(F)cc3)ccc2O1 | 27.2 | 0.6 | -0.8 | -4.6
O=C(C[C@@H]1CC[C@H]2[C@@H](COC[C@H](O)CN2S(=O)(=O)c2ccc(Cl)cc2)O1)NCCN1CCCCC1 | x | -1.3 | -10.8 | 6.9
C[C@H]1CN([C@@H](C)CO)S(=O)(=O)c2ccc(C3=CCCC3)cc2O[C@@H]1CN(C)C(=O)C1CCCCC1 | 105.1*! | -0.5 | -10.0&-6.5 | -23.6&-40.2
COc1ccc2c3c([nH]c2c1)[C@H](CO)N(C)CC31CN(C(=O)c2ccccn2)C1 | x | 0.0 | -0.9 | -9.9
CNC[C@H]1Oc2ccc(NC(=O)Cc3ccccc3)cc2CC(=O)N([C@H](C)CO)C[C@H]1C | 10.5 | -0.3 | 2.0 | 8.5
C[C@@H]1CN([C@@H](C)CO)C(=O)c2c(c3ccccc3n2C)-c2ccccc2CO[C@@H]1CN(C)C(=O)Nc1cccc(F)c1 | 49.5 | 0.2 | x | -58.3
CCCC#Cc1cnc2c(c1)C(=O)N([C@H](C)CO)C[C@@H](C)[C@H](CN(C)C(=O)c1ccc(F)cc1)O2 | 62.4 | -3.2 | -1.5 | -63.7
CCCN(C)C[C@@H]1Oc2cc(-c3ccccc3)ccc2S(=O)(=O)N([C@@H](C)CO)C[C@@H]1C | 50.4 | 0.5 | 9.3 | -55.0
C[C@@H]1CCCCO[C@@H](CN(C)C(=O)Cc2ccccc2)[C@H](C)CN([C@@H](C)CO)C(=O)c2cc(NS(=O)(=O)c3cccs3)ccc2O1 | 30.1 | -1.0 | 1.1 | -25.7
COc1cccc(-c2ccc3c(c2)O[C@@H](CN(C)C(=O)c2ccccc2F)[C@H](C)CN([C@H](C)CO)S3(=O)=O)c1 | x | -2.1 | 1.3 | -79.3
COc1cccc(CN2[C@@H](CO)[C@H](c3ccccc3)C23CN(C(=O)C2CCCCC2)C3)c1 | x | 0.0 | 4.6 | -68.2
CCNC(=O)[C@H]1[C@H](CO)[C@H]2Cn3c(ccc(-c4ccc(F)cc4)c3=O)[C@H]2N1CC1CC1 | 12.2 | 5.4 | 2.9 | 1.5
Cc1noc(C)c1NC(=O)N(C)C[C@@H]1OCCCC[C@H](C)Oc2ccc(NC(=O)Nc3ccccc3)cc2C(=O)N([C@H](C)CO)C[C@@H]1C | -25.7 | -1.0 | 0.1 | 18.6
COc1ccccc1-c1ccc([C@@H]2[C@H](C#N)N(C(=O)C3CCC3)[C@H]2CO)cc1 | 14.9 | 0.8 | 7.4 | 11.8
CNC[C@H]1Oc2cc(C#CC3CCCC3)ccc2S(=O)(=O)N([C@@H](C)CO)C[C@H]1C | -8.9 | -2.4 | -4.4 | -10.3
CO[C@@H]1CN(C)C(=O)c2cc(NC(=O)NC3CCCCC3)ccc2OC[C@H](C)N(CC2CC2)C[C@H]1C | -26.0 | 0.6 | -1.2 | 10.3
CCCC#Cc1ccc([C@@H]2[C@@H](C#N)N(S(=O)(=O)c3cccc(F)c3)[C@H]2CO)cc1 | 88.0 | 1.1 | -14.6 | -72.0
CC(=O)N1CC2(C1)[C@@H](c1ccc(-c3ccc(F)cc3)cc1)[C@H](CO)N2C(C)=O | x | -1.4 | -0.4 | -23.1
C[C@@H]1CCCCO[C@@H](CN(C)C(=O)Nc2ccc(F)cc2)[C@H](C)CN([C@H](C)CO)C(=O)c2cc(NS(=O)(=O)c3cccs3)ccc2O1 | 82.6 | 0.1 | 1.8 | -85.9*

Reprinted from the entries so far (three entries):
Compound | T cruzi growth | GASC1 inh | C diff HTS | Pf Dd2 growth
COc1ccccc1-c1ccc([C@@H]2[C@H](C#N)N(C(=O)C3CCC3)[C@H]2CO)cc1 | 14.9 | 0.8 | 7.4 | 11.8
CNC[C@H]1Oc2cc(C#CC3CCCC3)ccc2S(=O)(=O)N([C@@H](C)CO)C[C@H]1C | -8.9 | -2.4 | -4.4 | -10.3
CO[C@@H]1CN(C)C(=O)c2cc(NC(=O)NC3CCCCC3)ccc2OC[C@H](C)N(CC2CC2)C[C@H]1C | -26.0 | 0.6 | -1.2 | 10.3

Remaining list, next part.
Compound | T cruzi growth | GASC1 inh | C diff HTS | Pf Dd2 growth
COc1ccc(NC(=O)N(C)C[C@H]2Oc3ccc(NC(=O)Nc4cccc5ccccc45)cc3C(=O)N([C@H](C)CO)C[C@@H]2C)cc1 | 13.6 | 1.4 | 2.1 | -5.3
Cc1ccc(-c2ccc3c(c2)O[C@H](CN(C)C)[C@H](C)CN([C@@H](C)CO)S3(=O)=O)cc1 | 11.8 | 2.0 | 0.0 | 7.7
C[C@H](CO)N1C[C@H](C)[C@H](CN(C)S(=O)(=O)c2cccs2)Oc2ncc(C#CCN(C)C)cc2C1=O | -37.5 | 3.6 | -3.6 | 41.0
Cc1ccc(S(=O)(=O)N(C)C[C@H]2Oc3c(NS(=O)(=O)c4ccccc4)cccc3C(=O)N([C@@H](C)CO)C[C@H]2C)cc1 | 56.2 | 0.0 | -13.2 | -18.3
